# Screening data as filed in PubChem BioAssay.
# NCF1 inh = inhibitors of human p47phox binding; inhibition, % at 24.7 µM; P14598; 220,000 tested, 0.53% active; p47phox/p22phox peptide binding, fluorescence polarization, 2 h;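 active = inhibition above about 30%, limit read from the data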;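 note: 0% = p47phox with labelled peptide and 100% = labelled peptide alone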
# EBV gp42 inh = inhibitors of Epstein-Barr virus glycoprotein 42 | Q1HVG2 | Fluorescence polarization binding assay, mP read-out | inhibition, % (tested at 21.74 µM) | 220,000 tested, 0.42% active | AID 1085; in the data active = inhibition above about 50%
# Runt-CBFb FRET = inhibitors of human RUNX1 Runt domain binding to CBFb; Q01196+Q13951; Cerulean-Runt/Venus-CBFb FRET ratio 530/480, 1 h; inhibition, % at 20 µM; 220,000 tested, 0.46% active; AID 1496;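 active = inhibition over about 50% at 20 µM in the single-dose screen, limit read from the data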;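 note: 0% = DMSO wells and 100% = excess unlabeled CBFb competitor control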
#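 test system = Cerulean-Runt domain fusion protein, energy donor | probe or stimulus = Venus-CBFb binding partner, 100 nM | incubation = two 1 h room-temperature incubations shielded from light | detection = fluorescence energy transfer, 422 nm excitation, 530/480 nm emission | measure = loss of energy transfer signal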
# Tb hexokinase = blocks Trypanosoma brucei hexokinase 1 activity. AID 1430. 220,000 tested, 0.11% active. inhibition, % at 10 µM. recombinant TbHK1, G6PDH-coupled NADH A340;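 active = inhibition of 50% or more in the single-dose primary screen; inactive = inhibition below 50%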
# 14-3-3 Bad PPI = disrupts binding of bovine 14-3-3 zeta to phospho-Bad peptide; TR-FRET 14-3-3zeta/Dy647-pBad peptide displacement, 1 h; P63103; AID 781; inhibition, % at 21.7 µM; 220,000 tested, 0.71% active;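 active = inhibition above about 70%, limit read from the data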;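 note: 0% = full 14-3-3 plus peptide FRET controls and 100% = background without 14-3-3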
# Mdm2 ligase inh = blocks human Mdm2 ubiquitin ligase activity. Q00987. cell-based MDM2 ubiquitination luciferase reporter, 2 h; 0 = plate control, 100 = twice control, blank-subtracted. signal enhancement, % at 5 µM. 210,000 tested, 0.11% active;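 active = signal enhancement of 30% or more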;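 note: luminescence tracks abundance of the self-degrading MDM2-luciferase fusion protein; higher signal means inhibition of MDM2 E3 ligase activity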
# Target sequence (Q00987 whole entry, looked up, the tested form may be a part): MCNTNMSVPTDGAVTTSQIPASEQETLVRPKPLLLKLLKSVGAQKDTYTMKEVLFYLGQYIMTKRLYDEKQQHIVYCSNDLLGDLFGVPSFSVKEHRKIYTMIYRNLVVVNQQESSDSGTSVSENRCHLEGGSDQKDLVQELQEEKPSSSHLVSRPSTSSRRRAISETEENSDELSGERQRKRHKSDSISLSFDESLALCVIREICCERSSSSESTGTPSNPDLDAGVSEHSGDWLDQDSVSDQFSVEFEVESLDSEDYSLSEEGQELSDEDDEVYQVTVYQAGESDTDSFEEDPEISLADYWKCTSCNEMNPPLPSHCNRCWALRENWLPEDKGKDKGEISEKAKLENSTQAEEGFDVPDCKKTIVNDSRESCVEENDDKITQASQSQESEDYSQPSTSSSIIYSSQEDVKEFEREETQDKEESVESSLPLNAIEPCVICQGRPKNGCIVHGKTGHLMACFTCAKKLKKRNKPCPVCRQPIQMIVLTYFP
#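 system = mammalian cells stably expressing self-ubiquitinating, self-degrading MDM2 E3–luciferase fusion | quantity = 2000 cells per well seeded | incubation = 4 h cell settling then 2 h compound exposure, 37 °C | signal = SteadyLite luminescence, 15 min reagent step | benchmarks = plate control and blank wells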
# Hck Nef HTS = blocks Nef-activated human Hck kinase; P08631; Recombinant Hck-YEEI plus Nef, Z-Lyte FRET kinase assay; 220,000 tested, 0.68% active; inhibition, % at 20 µM;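 active = Hck-Nef kinase inhibition above about 50%, limit read from the data; inactive = inhibition below that limit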;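 note: 0% = DMSO with Hck plus Nef and 100% = Hck alone without Nef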
# Target sequence (P08631 whole entry, looked up): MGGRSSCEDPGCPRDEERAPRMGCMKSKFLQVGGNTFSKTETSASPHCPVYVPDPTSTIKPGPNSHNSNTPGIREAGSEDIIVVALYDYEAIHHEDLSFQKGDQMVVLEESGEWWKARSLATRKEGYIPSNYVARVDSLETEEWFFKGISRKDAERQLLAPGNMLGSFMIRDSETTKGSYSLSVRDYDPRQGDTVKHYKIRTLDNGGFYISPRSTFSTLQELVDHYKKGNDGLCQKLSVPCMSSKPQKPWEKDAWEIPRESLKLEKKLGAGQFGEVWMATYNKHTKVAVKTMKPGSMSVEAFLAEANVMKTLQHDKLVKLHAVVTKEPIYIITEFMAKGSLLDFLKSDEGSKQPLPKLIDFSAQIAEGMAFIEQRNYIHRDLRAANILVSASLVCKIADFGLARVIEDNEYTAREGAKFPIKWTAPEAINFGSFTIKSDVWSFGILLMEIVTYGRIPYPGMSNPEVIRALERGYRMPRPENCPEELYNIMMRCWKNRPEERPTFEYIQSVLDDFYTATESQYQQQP
# L929 necroptosis = blocks zVAD induced death of L929 cells | L929 zVAD necroptosis rescue, ATP luminescence, 24 h; with zVAD 60 µM | AID 1377 | viability rescue, % at 10 µM | 220,000 tested, 0.38% active;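 active = activation, scaled between plate controls, above about 75%, limit read from the data; inactive = activation under that limit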;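 note: 0% = zVAD with DMSO and 100% = DMSO alone without zVAD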
# Runt-SMMHC FRET = blocks binding of human RUNX1 Runt domain to CBFb-SMMHC. Q01196+Q13951. Cerulean-Runt/Venus-CBFb-SMMHC FRET ratio 530/480, 1 h. inhibition, % at 20 µM. 220,000 tested, 0.74% active;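 active = mean inhibition across duplicate retests at 20 µM reaching about 50%, limit read from the data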;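 note: 0% = DMSO wells and 100% = wells with excess untagged CBFb-SMMHC; inhibitors lower the FRET ratio by blocking Runt binding to CBFb-SMMHC; some results filed as inactive read as strong as hits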
# Starred values were filed as active, the others as inactive; nt = no result given; [ ] = remark or other dose.
# Every second line gives: NCF1 inh	EBV gp42 inh	Runt-CBFb FRET	Tb hexokinase	14-3-3 Bad PPI	Mdm2 ligase inh	Hck Nef HTS	L929 necroptosis	Runt-SMMHC FRET
- CCn1c2ccccc2n2c(=O)c(=O)n(CC(=O)N3CCN(c4ccccc4OC)CC3)nc12
    -8	5	nt	5	-2	-12	17	-0.1	nt
- COc1ccc(N2CC(O)=C(c3nc4ccccc4s3)C2=N)c(OC)c1
    -15	31	-2	-5	-5[fluorescence artefact?]	24	1	52	-6
- CN(C)S(=O)(=O)c1cc(NC(=O)COC(=O)C2COc3ccccc3O2)ccc1Cl (configuration not stated)
    -3	6	0	-2	-7	-10	19	2.0	0
- CC(=O)/C(=C/N(C)C)C(=O)Nc1ccc(Cl)cc1Cl
    -11	-1	-1	-4	-4	-4	11	2.0	-3
- CCOc1ccc(C(=O)NC(=S)N2CCN(c3ccc(C(F)(F)F)cc3[N+](=O)[O-])CC2)cc1
    2	-12	-1	-4	-6	-7	6	0.0	-1
- CCOc1ccccc1OCCOc1ccccc1OC(C)C
    -3	-26	0	-8	15	-4	1	0.1	-1
- O=C(Nc1nc2ccc(SC(F)F)cc2s1)c1ccc(NS(=O)(=O)c2ccc(F)c(F)c2)cc1
    -32	-16	-2	14	-16	1	5	3.1	-3
- O=C1c2ccccc2C(=O)N1OCc1cccc(Cl)c1
    -8	1	0	3	-8	-17	4	0.8	3
- CCN(CC)S(=O)(=O)c1ccc(-c2csc(C)n2)cc1
    -6	-6	-1	-3	-8	-1	3	1.0	0
- Cc1ccc(NC(=S)NCc2ccccc2)cc1[N+](=O)[O-]
    -12	11	1	3	-4	-11	1	1.6	2
- Cc1ccc(NC(=S)N2CCCCC2CO)cc1C (configuration not stated)
    nt	-3	-1	-5	3	0	4	-0.5	-3
- CC(C)NS(=O)(=O)c1ccc(OCC(=O)N2CCc3ccccc3C2)cc1
    -5	-13	2	-1	-11	-13	17	1.8	-1
- Cc1ccc(Cn2cc(/C=C/C(=O)O)c(-c3ccccc3)n2)cc1
    -12	-29	2	-4	5	1	1	0.6	10
- O=C(CN1C(=O)C2C3C=CC(C3)C2C1=O)Nc1nc(-c2ccccn2)cs1 (configuration not stated)
    -5	-24	5	-3	16[fluorescence artefact?]	-4	0	0.4	0
- COc1ccc2nc(SCc3cnc(C)nc3N)[nH]c2c1
    -2	-3	-1	1	3[fluorescence artefact?]	-13	-1	-0.1	1
- CCOC(=O)CN1CC23C=CC(O2)C(C(=O)NCc2ccccc2OC)C3C1=O (configuration not stated)
    -8	5	-1	0	2[fluorescence artefact?]	-7	-1	1.8	1
- CCc1nnc(NC(=O)C2=CCN(S(=O)(=O)c3ccc(F)cc3)CC2)s1
    -1	-15	0	-4	8	nt	15	-0.3	-3
- O=C(Nc1cnn(Cc2c(Cl)cccc2Cl)c1)c1ccc([N+](=O)[O-])cc1
    -17	-16	3	3	8	-2	-1	-0.3	-8
- CC(O)Cc1nsc(NC(=O)c2cccs2)n1 (configuration not stated)
    2	-19	2	-28	4	-13	0	-1.1	-4
- Nc1ccc(NC(=O)c2ccc(C(=O)Nc3ccc(N)cc3)cc2)cc1
    -6	-13	0	-20	30	-14	-74	0.1	-1
- COc1cc2c(cc1NC(=O)CN1CCN(S(=O)(=O)c3ccc(C)cc3)CC1)oc1ccccc12
    -16	-1	-4	-20	0	-4	7	1.3	1
- CN1CCN(C(=S)NC(=O)c2cccc(S(=O)(=O)N(C)C)c2)CC1
    10	-1	0	-2	-6	1	-11	7.8	3
- Nc1ncnc2c1ncn2[C@@H]1O[C@H](CO)C[C@@H]1O
    -12	-12	-1	nt	8	nt	nt	nt	38
- CCCCNC(=O)CCNC(=O)c1ccc(C(C)(C)C)cc1
    -11	0	-3	-9	2	-10	2	0.9	0
- CCC(=O)c1ccc(OCc2ccc(C#N)cc2)cc1
    -7	-16	-1	2	-3	-4	20	10	-1
- CCOC(=O)c1[nH]c(C)c(C(=O)OCC(=O)NC2CCS(=O)(=O)C2)c1C (configuration not stated)
    -6	-7	4	-2	3	-13	2	2.1	-1
- Cc1cc(C(F)(F)F)nn1CC(=O)Nc1ccc(Br)c2cccnc12
    -5	-9	-2	-3	6	nt	1	-0.1	2
- Cc1ccc(C)n1-c1ccc(C(=O)O)cc1
    -22	-7	6	11	-2	-9	22	0.7	2
- N#Cc1cc(Oc2cccc3cccnc23)c(-n2nnc3ccccc32)cc1C#N
    -20	12	-21	-7	-7	-9	0	-0.3	-62
- S=C(Nc1cccc2ccccc12)N1CCN(c2ncccn2)CC1
    -22	-7	29	-5	0[fluorescence artefact?]	0	1	0.0	2
- CCCN1C(=O)C(O)(C2COC(C)(C)CC2=O)c2ccccc21 (configuration not stated)
    -4	-15	0	-1	-2	-2	18	3.0	-1
- Cc1nc(=O)c(-c2ccccc2)c(C)n1-c1ccc(S(N)(=O)=O)cc1
    -14	-18	-1	-1	4	-23	6	-0.1	-5
- CCCP(=O)(CCC)CCP(=O)(c1ccccc1)c1ccccc1
    -20	-12	1	-8	6	-8	3	0.0	-1
- O=C(Nc1ccccc1)OC1CCS(=O)(=O)C1 (configuration not stated)
    -3	6	1	-1	7[fluorescence artefact?]	19	-1	-0.9	4
- Cc1ccc(O)c(C(=O)c2cnc3c(c2)CN(C)C(=O)N3)c1
    -7	2	-2	-22	11[fluorescence artefact?]	-7	3	1.1	0
- CSc1nc2c(ccc3ccccc32)o1
    -4	-12	0	-3	-3	-12	0	-0.3	-1
- C/C(=N\NC(=O)c1c(Cl)cnn1C)c1ccc(NC(=O)c2ccncc2)cc1
    -7	-14	-3	-18	6	0	2	0.0	1
- O=C(c1ccc(S(=O)(=O)N2CCC(c3nc4ccccc4[nH]3)CC2)cc1)N1CCOCC1
    5	-16	-1	-1	3[fluorescence artefact?]	-15	-4	0.4	1
- Nc1nc(SCc2c(Cl)cccc2Cl)n[nH]1
    3	-7	1	-3	13	1	-2	-0.3	-2
- CCOc1ccc(-c2cc(CCCC(=O)N3CCN(c4ccc(OC)cc4)CC3)no2)cc1
    5	-13	-1	-1	7	-12	26	0.3	-6
- COc1ccc(C(=O)N(Cc2nc(-c3ccc(C)cc3)no2)C2CCCCC2)cc1OC
    -15	14	-9	-8	-1	4	1	2.2	-4
- Cc1ccc(-n2c(C)nc3c(cnn3-c3ccccc3Cl)c2=O)cc1C
    -7	-3	2	-10	4	-16	-3	-0.5	6
- CCC(CC)NC(=O)c1ccc(Cl)cc1
    -2	6	0	-5	0	-10	0	-0.1	5
- CCCN(CCC)S(=O)(=O)c1cc(Br)cc2c1N(C(=O)CC)CC2
    -25	-20	-2	nt	4	-7	nt	nt	2
- O=C(c1ccc(S(=O)(=O)c2ccc(F)cc2)c([N+](=O)[O-])c1)N1CCCCCC1
    -5	-6	1	34	-12[fluorescence artefact?]	-30	1	-1.6	-3
- CCOC(=O)C1CCCN(CC(=O)Nc2c(C(=O)OC)[nH]c3ccc(Br)cc23)C1 (configuration not stated)
    -19	-13	-5	-14	-8	-11	3	0.2	-4
- CCc1ccccc1NC(=O)CN(C)C(=O)CSc1nn(-c2ccc(F)cc2)c(=S)s1
    -19	-12	0	-12	-2	-12	1	0.2	-2
- COc1cccc(C2CC(c3ccc(C)cc3)Nc3nc(N)nn32)c1 (configuration not stated)
    -9	1	1	-8	10[fluorescence artefact?]	-30	-5	2.3	3
- CCOC(=O)/C(=C\c1ccc(Cl)cc1)c1nc2sc(C)c(C)c2c(=O)[nH]1
    -24	-2	40	23	6	-3	-1	0.0	28
- Cc1ccc(C(=O)N/N=C(\CC(C)C)c2ccccc2)cc1
    -24	-7	-1	-4	-16[fluorescence artefact?]	-6	2	0.8	1

# At a glance, part of the list above:
# Every second line gives: NCF1 inh	EBV gp42 inh	Runt-CBFb FRET	Tb hexokinase	14-3-3 Bad PPI	Mdm2 ligase inh	Hck Nef HTS	L929 necroptosis	Runt-SMMHC FRET
- CCn1c2ccccc2n2c(=O)c(=O)n(CC(=O)N3CCN(c4ccccc4OC)CC3)nc12
    -8	5	nt	5	-2	-12	17	-0.1	nt
- COc1ccc(N2CC(O)=C(c3nc4ccccc4s3)C2=N)c(OC)c1
    -15	31	-2	-5	-5[fluorescence artefact?]	24	1	52	-6
- CN(C)S(=O)(=O)c1cc(NC(=O)COC(=O)C2COc3ccccc3O2)ccc1Cl (configuration not stated)
    -3	6	0	-2	-7	-10	19	2.0	0

# Carrying on:
# Every second line gives: NCF1 inh	EBV gp42 inh	Runt-CBFb FRET	Tb hexokinase	14-3-3 Bad PPI	Mdm2 ligase inh	Hck Nef HTS	L929 necroptosis	Runt-SMMHC FRET
- CCNC(=S)Nc1ccc(Cl)cc1
    -1	8	-2	2	-20	2	3	-0.2	0
- O=C(NCc1ccccc1)c1ccc2nnsc2c1
    -6	-13	-1	3	-6	-15	4	0.1	-2
- COc1ccc(-n2cc(C#N)c(=O)n(Cc3ccc(F)cc3)c2=O)cc1
    -4	-4	2	-1	-10	-3	-4	3.3	-2
- O=C(O)c1ccc([N+](=O)[O-])c(CS(=O)(=O)c2ccc(Cl)cc2)c1
    -12	-19	2	0	7	-4	20	-0.5	-2
- C(=N\c1c(-c2ccccc2)nc2n1CCS2)/c1ccccc1
    -18	-2	-1	-5	-10[fluorescence artefact?]	-14	1	0.0	-4
- CCN(CC)S(=O)(=O)c1ccc(NS(=O)(=O)CC23CCC(CC2=O)C3(C)C)cc1 (configuration not stated)
    -9	-22	-1	30	-21	-16	2	0.3	0
- O=S(=O)(NCC(c1cccnc1)N1CCN(Cc2ccccc2)CC1)c1ccccc1 (configuration not stated)
    -5	-22	-1	4	11[fluorescence artefact?]	-14	0	-0.9	2
- O=C(Cc1cscn1)c1ccc(O)cc1O
    -11	-6	5	-65	-21	-11	1	0.2	-5
- Cc1cc(=O)[nH]c(SCC(=O)Nc2ccc(C(=O)O)cc2)n1
    3	-22	3	-2	-9	-15	0	-1.1	2
- CC1CCCC(C)N1C(=O)COc1ccc([N+](=O)[O-])cc1Cl (configuration not stated)
    -1	-7	-1	-4	4	-2	5	0.5	-2
- COc1cccc(/C=N/Nc2nn3cnnc3c3ccccc23)c1O
    9	1	-2	-16	-9	-20	-1	0.0	-8
- CN1C(=O)/C(=C2\SC(N)=NC2=O)c2ccccc21
    8	-5	10	-11	-4[fluorescence artefact?]	1	5	0.9	4
- COc1ccc(NC(=S)NC23CN4CN(CN(C4)C2)C3)c(OC)c1
    2	-7	4	7	7	-18	18	1.9	2
- CCOc1ccc(C(=O)N2CCn3c2nc2ccccc23)cc1
    -2	-29	0	-9	-6	-10	18	-0.7	-2
- O=C(COC(=O)CC12CC3CC(CC(Br)(C3)C1)C2)NC(=O)NCc1ccco1
    -21	0	0	5	-7	4	-1	1.1	0
- CC1(C)Cc2c(sc(NC(=O)c3ccccc3Cl)c2C(=O)O)CO1
    2	-9	0	-6	7	-2	19	26	-2
- Cn1c(=O)cc(SCC(=O)NCC2CCCO2)c2ccc(Cl)cc21 (configuration not stated)
    -4	-14	-3	-12	8	nt	4	-0.5	5
- CCC(C)NC(=O)Cn1c(=O)sc2ccccc21 (configuration not stated)
    4	6	-2	2	-13	-19	23	6.2	2
- COc1ccc(-c2csc(NC(=O)CC(C)C)n2)cc1
    2	-15	-1	0	-8	4	9	0.3	2
